D2 PAM = HTS Assay for Positive Allosteric Modulators of the Human D2 Dopamine Receptor: Primary Screen for Potentiators. potentiation, % at 10 µM. 0.34% of 340,000 active. HEK293 T-REx D2, calcium flux, EC20 dopamine potentiation. AID 485347, 2010;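 active means potentiation over 3 SD above the plate norm, cut at about 30% in these data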; further: 0% is about no effect
Target sequence (P14416 whole entry, looked up): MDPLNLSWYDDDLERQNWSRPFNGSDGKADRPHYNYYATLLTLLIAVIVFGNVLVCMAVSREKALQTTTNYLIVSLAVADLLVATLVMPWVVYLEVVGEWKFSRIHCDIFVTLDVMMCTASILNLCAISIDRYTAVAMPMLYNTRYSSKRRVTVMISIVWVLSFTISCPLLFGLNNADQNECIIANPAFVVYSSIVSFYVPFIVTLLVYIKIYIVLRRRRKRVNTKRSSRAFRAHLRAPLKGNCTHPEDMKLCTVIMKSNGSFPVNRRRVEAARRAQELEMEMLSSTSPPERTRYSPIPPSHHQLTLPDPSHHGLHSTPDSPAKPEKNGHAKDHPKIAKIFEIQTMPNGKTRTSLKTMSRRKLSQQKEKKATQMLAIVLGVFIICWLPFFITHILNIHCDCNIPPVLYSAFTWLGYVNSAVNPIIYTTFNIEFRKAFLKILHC
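Tetracycline-induced Hek293 Trex D2 cells, force-coupled to calcium, loaded with no-wash calcium dye. Compound added with 180 s kinetic read for agonism, then EC20 dopamine and a further 180 s read for potentiation.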
RXFP1 antag = qHTS Assay for Antagonists of the Relaxin Receptor RXFP1; Relaxin receptor 1 (Homo sapiens), Q9HBX9; HEK293-RXFP1, relaxin-stimulated cAMP HTRF, 30 min; hits give low values; activity change, negative = inhibition, % at 57.5 µM; 0.59% of 350,000 active;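 active means activity change of -60% or lower, but not beyond a set lower limit; inconclusive means change between -60% and -40%, or beyond the set limit; inactive means change above -40%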; further: on the % scale 0 is the no-effect control and ±100 the full control effect
D2 agonist = HTS Assay for Allosteric Agonists of the Human D2 Dopamine Receptor: Primary Screen for Agonists; D(2) dopamine receptor (Homo sapiens), P14416; HEK293 T-REx D2 cells, calcium flux agonist mode; activation, % at 2 µM; 0.53% of 340,000 active; AID 485358, 2010;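 active means activation over 3 SD above normal in the single-dose calcium agonist read, cut at about 30% in these data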; further: 0% is about no effect
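Tetracycline-induced HEK293 T-REx cells with force-coupled D2 receptor, plated overnight at 30 C, loaded with no-wash calcium dye. After a 10 s baseline, compound was pin-added and calcium flux read kinetically for 180 s; calcium rises flagged agonists.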
D1 antagonist = Antagonist of Human D 1 Dopamine Receptor: qHTS; 3.2% of 360,000 active; D(1A) dopamine receptor (Homo sapiens), P21728; activity change, negative = inhibition, % at 10 µM; HEK293 TREx D1 cells, calcium flux, dopamine EC80; hits give low values; in the data active means activity change below about -30%; further: on the % scale 0 is the no-effect control and ±100 the full control effect
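Compound effects on dopamine-evoked calcium signalling were measured in tetracycline-induced HEK293 Trex D1 cells. Dopamine at EC80 followed a 180 s compound pre-read, and fluorescence was tracked kinetically for 180 s more.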
TRHR enhancer = qHTS for Small Molecule Agonists and Allosteric Enhancers of Human TRH Receptor: Primary Screen for Enhancers. enhancement, % at 2 µM. TRHR cells, fluo-8 calcium fluorescence, EC20 TRH enhancement. 0.66% of 360,000 active. Thyrotropin-releasing hormone receptor (Homo sapiens), P34981. AID 493056, 2011; in the data active means enhancement above about 30%; further: 0% is about no effect
Target sequence (P34981 whole entry, looked up): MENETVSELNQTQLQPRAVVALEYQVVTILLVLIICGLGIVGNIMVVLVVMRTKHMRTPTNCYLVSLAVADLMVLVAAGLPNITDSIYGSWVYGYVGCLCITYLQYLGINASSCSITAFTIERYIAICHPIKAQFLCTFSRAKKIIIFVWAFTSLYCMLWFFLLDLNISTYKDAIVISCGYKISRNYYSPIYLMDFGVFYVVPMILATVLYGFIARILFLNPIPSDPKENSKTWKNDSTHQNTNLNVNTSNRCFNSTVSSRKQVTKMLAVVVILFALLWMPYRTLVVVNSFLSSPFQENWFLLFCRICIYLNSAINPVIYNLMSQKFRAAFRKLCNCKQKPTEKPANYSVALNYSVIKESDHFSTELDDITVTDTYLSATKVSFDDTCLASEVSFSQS
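TRHR-expressing cells loaded with fluo-8 calcium dye were read kinetically (ex 480/em 530) during compound addition, then stimulated with an EC20 of TRH (10 nM final). Enhancement of the Gq-mediated intracellular calcium response was scored.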
D1 potentiator = Potentiators of Human D1 Dopamine Receptor: qHTS. 0.036% of 360,000 active. potentiation, % at 10 µM. HEK293 TREx D1 cells, calcium flux, dopamine EC20 potentiation; in the data active means potentiation above about 30%; further: 0% is about no effect
D2 antagonist = HTS Assay for Allosteric Antagonists of the Human D2 Dopamine Receptor: Primary Screen for Antagonists; D(2) dopamine receptor (Homo sapiens), P14416; HEK293 TREx D2 cells, calcium flux, dopamine EC80; inhibition, % at 10 µM; 2% of 340,000 active; AID 485344, 2010; in the data active means inhibition above about 30%; further: 0% is about no effect
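Dopamine at EC80 is the agonist stimulus; test compounds precede it by 180 s. Calcium flux read kinetically in a force-coupled, inducible HEK293 T-REx D2 cell line.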
D1 agonist = Allosteric Agonists of the Human D1 Dopamine Receptor: qHTS; HEK293 T-REx D1 cells, calcium flux, agonist mode; D(1A) dopamine receptor (Homo sapiens), P21728; 1% of 360,000 active; activation, % at 2 µM; AID 504660, 2011; further: 0% is about no effect
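Tetracycline-induced HEK293 TREx D1 cells, force-coupled to calcium signalling, were dye-loaded with a no-wash calcium kit. Compound was pin-added after a 10 s baseline. Fluorescence was read kinetically at 1 cycle/s for 180 s, with calcium rises flagged as agonism.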
TRHR ag = qHTS for Small Molecule Agonists and Allosteric Enhancers of Human TRH Receptor: Primary Screen for Agonists; Thyrotropin-releasing hormone receptor (Homo sapiens), P34981; TRHR cells, calcium flux fluo-8, FDSS agonist mode; activation, % at 2 µM; 0.18% of 360,000 active; further: 0% is about no effect
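Read-out: compound-evoked intracellular calcium rise in TRHR cells, fluo-8 dye, kinetic FDSS fluorescence at 1 s/cycle following a 10-cycle baseline. Cells cultured overnight before dye loading (30 min–1.5 h, RT).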
The depositor's hits bear a star; ? = inconclusive; · = not tested or not shown; & = joins results of further samples. Unless noted, no stated cut-off is given here; in the data, active means activation above about 30%; inactive means the rest.

No. | molecule | D2 PAM | RXFP1 antag | D2 agonist | D1 antagonist | TRHR enhancer | D1 potentiator | D2 antagonist | D1 agonist | TRHR ag
1 | Nn1c(SCC(=O)Nc2nccs2)nnc1-c1ccco1 | 1 | -13 | 0.7 | -2 | 4 | -3 | 4 | 2 | -0.5
2 | CCOC(=O)c1cc2c(N)c(C(=O)c3ccc(Br)cc3)sc2[nH]c1=O | -15 | 2 | 0.2 | 3 | 35* | -9 | -2 | 2 | 0.0
3 | C=CCn1c(SCCC(=O)O)nc2c1c(=O)n(C)c(=O)n2C | 0 | -22 | 0.8 | 10 | 5 | -2 | 14 | 2 | 0.3
4 | CC(=O)Nc1ccc(-c2cc(NC(C)=O)n(-c3ccccc3)n2)cc1 | 0 | -10 | -0.6 | 1 | 4 | 2 | -7 | 3 | 1.2
5 | C/C(CC(=O)Nc1cc(Cl)ccc1Cl)=N\NC(=O)c1ccccc1Br | -6 | -1 | 0.9 | 8 | -9 | 5 | -8 | 2 | 0.5
6 | CC(=O)c1c(OCC(=O)O)ccc2c(C)cc(=O)oc12 | -12 | 3 | 0.5 | 11 | 5 | -8 | 47* | 1 | -0.1
7 | O=C(NCCc1ccc(Cl)cc1)c1ccc2c(c1)OCO2 | -10 | 0 | -3.0 | -29 | -4 | -8 | 1 | 4 | -0.8
8 | CCOC(=O)c1c(C)[nH]c(C)c1S(=O)(=O)N1CCCC(C(=O)Nc2cccc(CC)c2)C1 (stereo not drawn) | -3 | · | -0.1 | 4 | 1 | -4 | · | 4 | -0.3
9 | CCOc1ccc(Cn2c(C)nc([N+](=O)[O-])c2SCC(O)CCl)cc1[N+](=O)[O-] (stereo not drawn) | -6 | -1 | 0.1 | 4 | 6 | 2 | -6 | 1 | 0.3
10 | N/C(=N\c1nc(C(F)(F)F)cc(=O)[nH]1)Nc1ccc(Cl)cc1 | 9 | · | 0.5 | -18 | -4 | -9 | -4 | 5 | 3.1
11 | O=C(NC(Nc1nc2ccc([N+](=O)[O-])cc2s1)(C(F)(F)F)C(F)(F)F)c1cccnc1 | -6 | -19 | 25 | -35* | -4 | -11 | 8 | 36* | 14
12 | Cc1cc(=S)[nH]c2c(C)cccc12 | 1 | 0 | -0.3 | -2 | -8 | 7 | 5 | 1 | 0.0
13 | O=C(CCC1N=C2c3ccccc3N=C(SCC(=O)NCCc3ccccc3)N2C1=O)NCc1ccc(F)cc1 (stereo not drawn) | -4 | -5 | 1.0 | 1 | 0 | -1 | · | 1 | -0.3
14 | O=C(c1ccccn1)N1CCN(S(=O)(=O)c2ccc3ccccc3c2)CC1 | 15 | -3 | 0.3 | 31 | 6 | -6 | 2 | 9 | -0.4
15 | Cc1nc2c(c(SCC(=O)Nc3ccccc3C(F)(F)F)n1)CCC2 | 0 | -10 | · | -7 | -3 | -1 | · | 6 | -0.1
16 | CCN1C(=O)[C@@H]2[C@H](C1=O)[C@@H]1C[C@H]3C(=O)N(CC)C(=O)[C@H]3[C@@H]3C1=C(C(=O)N1C(=O)OC(=NCC4CC4)[C@]31C)[C@@H]2C | 19 | · | -0.2 | 4 | -4 | 5 | -11 | 1 | -0.3
17 | COc1ccc(-c2cc(C(F)(F)F)nc(SCC(=O)Nc3cc(C)on3)n2)cc1 | -3 | -3 | 0.3 | 1 | -1 | 0 | -7 | 0 | 0.0
18 | COC(=O)c1cc2occc2n1CC(=O)Nc1cccc(SC)c1 | 0 | -5 | -0.6 | -18 | 4 | 2 | · | 4 | 0.0
19 | COc1ccc(C(=O)N2CCN(CCc3ccccc3)CC2)cc1[N+](=O)[O-] | 2 | -18 | 0.8 | 2 | -1 | 0 | 6 | 5 | -0.3
20 | CCOC(=O)C1CCC(CN(Cc2ccc(Cl)cc2)S(=O)(=O)c2cccc(Cl)c2C)CC1 (stereo not drawn) | · | -4 | -0.4 | 12 | 7 | 2 | · | 2 | 0.8
21 | COCCNC(=O)c1onc(CSc2ccccc2)c1C(=O)NCCOC | 15 | · | 0.5 | -6 | 5 | -4 | -1 | 2 | 0.3
22 | Cc1cccc(N(C)C(=O)CSc2nc3ncccc3o2)c1 | 13 | -4 | · | -3 | -5 | 3 | · | 2 | -0.2
23 | CCOc1cccc(NC(=O)C2CC(=O)N(C)C(=Nc3ccc(F)cc3)S2)c1 (stereo not drawn) | -5 | -4 | 0.3 | -9 | -6 | 1 | · | 8 | 2.3
24 | c1ccc(-c2csc(Nc3cccnc3)n2)cc1 | 10 | -23 | 0.0 | -12 | 14 | -7 | -8 | 1 | -3.3
25 | Cc1cccc(N2CCN(c3nc4ccccc4c(=O)n3-c3ccc(Cl)cc3)CC2)c1C | 0 | 10 | 0.2 | 10 | -2 | 0 | · | 0 | 0.5

A draw from above in order of SMILES length, descending:
No. | molecule | D2 PAM | RXFP1 antag | D2 agonist | D1 antagonist | TRHR enhancer | D1 potentiator | D2 antagonist | D1 agonist | TRHR ag
13 | O=C(CCC1N=C2c3ccccc3N=C(SCC(=O)NCCc3ccccc3)N2C1=O)NCc1ccc(F)cc1 (stereo not drawn) | -4 | -5 | 1.0 | 1 | 0 | -1 | · | 1 | -0.3
9 | CCOc1ccc(Cn2c(C)nc([N+](=O)[O-])c2SCC(O)CCl)cc1[N+](=O)[O-] (stereo not drawn) | -6 | -1 | 0.1 | 4 | 6 | 2 | -6 | 1 | 0.3
14 | O=C(c1ccccn1)N1CCN(S(=O)(=O)c2ccc3ccccc3c2)CC1 | 15 | -3 | 0.3 | 31 | 6 | -6 | 2 | 9 | -0.4
5 | C/C(CC(=O)Nc1cc(Cl)ccc1Cl)=N\NC(=O)c1ccccc1Br | -6 | -1 | 0.9 | 8 | -9 | 5 | -8 | 2 | 0.5
3 | C=CCn1c(SCCC(=O)O)nc2c1c(=O)n(C)c(=O)n2C | 0 | -22 | 0.8 | 10 | 5 | -2 | 14 | 2 | 0.3
21 | COCCNC(=O)c1onc(CSc2ccccc2)c1C(=O)NCCOC | 15 | · | 0.5 | -6 | 5 | -4 | -1 | 2 | 0.3
7 | O=C(NCCc1ccc(Cl)cc1)c1ccc2c(c1)OCO2 | -10 | 0 | -3.0 | -29 | -4 | -8 | 1 | 4 | -0.8
1 | Nn1c(SCC(=O)Nc2nccs2)nnc1-c1ccco1 | 1 | -13 | 0.7 | -2 | 4 | -3 | 4 | 2 | -0.5
24 | c1ccc(-c2csc(Nc3cccnc3)n2)cc1 | 10 | -23 | 0.0 | -12 | 14 | -7 | -8 | 1 | -3.3

Carrying on:
No. | molecule | D2 PAM | RXFP1 antag | D2 agonist | D1 antagonist | TRHR enhancer | D1 potentiator | D2 antagonist | D1 agonist | TRHR ag
26 | c1csc(-c2nnc(NC3CCCCC3)c3ccccc23)c1 | -31 | -27 | 1.3 | -21 | -13 | -7 | 43* | 3 | -0.7
27 | Cc1ccc(C)c(N2CCN(S(=O)(=O)c3c(C(=O)N4CCCCC4)c(C)n(C)c3C)CC2)c1 | · | ? | · | 7 | -5 | -2 | · | 1 | -0.5
28 | COc1cccc(-c2ccc(=O)n(CC(=O)Nc3cc4c(cc3NC(C)=O)OCCO4)n2)c1 | -12 | -26 | 0.9 | -3 | -2 | 0 | 3 | 2 | 0.2
29 | CC1Nc2ncnc(N3CCc4ccccc4C3)c2N(Cc2ccc(Br)cc2)C1=O (stereo not drawn) | -2 | · | 1.2 | 2 | -5 | -4 | -2 | 0 | 0.3
30 | Cc1cccc(NC(=O)C2c3ccccc3C(=O)N3CCc4ccccc4C23)n1 (stereo not drawn) | 3 | -12 | · | -4 | 3 | -1 | · | 4 | 0.6
31 | COc1cc(Cl)ccc1OCc1cc(C(=O)N2CCC(N(C)C)C2)no1 (stereo not drawn) | -1 | -2 | 0.6 | 29 | 0 | -5 | -2 | 6 | -0.3
32 | COc1cc(C(=O)N2CCN(c3ccccc3)CC2)c([N+](=O)[O-])cc1OC | 1 | 10 | 2.0 | -14 | 11 | 7 | 0 | -1 | 0.2
33 | COc1ccc(NC(=O)COC(=O)CNS(=O)(=O)c2ccc(C)cc2)c(OC)c1 | 10 | 11 | -0.4 | -13 | -5 | -3 | -2 | 1 | -0.8
34 | Cc1cccc(C(=O)Nc2cccc(OCc3cc(=O)n4ccccc4n3)c2)c1 | 15 | -4 | -0.3 | -71* | 0 | -6 | · | -1 | -0.2
35 | O=C1CC(c2ccccc2)Cc2nc(N3CCc4ccccc4C3)ncc21 (stereo not drawn) | -1 | -5 | 0.0 | -7 | -9 | -4 | 8 | 1 | 0.2
36 | CCOC(=O)C1=C(C)OC(N)=C(C#N)C1c1cc(C)sc1C (stereo not drawn) | -2 | -4 | 0.5 | 4 | -1 | -6 | 16 | 3 | 0.4
37 | COC(=O)C1=CN(C2CC2)C=C(C(=O)OC)C1c1ccc(C(=O)OC)cc1 | 3 | -14 | 0.1 | 3 | 5 | 9 | 4 | 1 | 0.0
38 | COc1cc(C(=O)NC(=S)Nc2ccc3[nH]c(=O)[nH]c3c2)cc(OC)c1OC | 8 | -16 | 0.3 | 1 | 16 | -3 | -4 | 1 | 0.2
39 | CCOc1ccc(NC(=O)C2CCN(c3nnc(-n4c(C)ccc4C)s3)CC2)cc1 | -6 | -1 | 0.8 | -7 | -1 | -1 | · | -4 | 0.0
40 | Cc1cnc(C(=O)OCC(=O)Nc2cc(-c3cc(C)c(C)cc3C)nn2-c2ccccc2)cn1 | -3 | -1 | -0.6 | 6 | 10 | 4 | 0 | 2 | -0.2
41 | O=C1c2cccnc2C(O)N1Cc1cccs1 (stereo not drawn) | 5 | -15 | -0.4 | 4 | -12 | 1 | -24 | 9 | 0.2
42 | CCOC(=O)C(C(=O)OCC)C(Nc1cccc(Br)c1)c1ccccc1 (stereo not drawn) | 1 | -37 | 1.6 | -11 | -5 | -9 | 3 | 0 | -1.2
43 | CC(C)c1nc2oc3c(=O)[nH]cnc3c2c2c1CCC2 | -18 | -4 | -1.0 | 6 | -2 | -3 | 4 | 1 | -0.6
44 | CC(=O)c1cccc(NC(=O)CN2C=NS(=O)(=O)c3ccc(C)cc32)c1 | -14&-6 | 23 | 0.0&0.3 | -7&4 | -4&24 | 5&-3 | 6 | 1&1 | 0.8&0.2

Compound activity as filed in PubChem.
